Screens from PubChem BioAssay.
UHRF1 MBD2 ctr: UHRF1 methylated DNA binding inhibitors, primary screen, counter-screen for MBD2 inhibitor project, biochemical, TR-FRET, human UHRF1, single concentration; E3 ubiquitin-protein ligase UHRF1 (Homo sapiens), Q96T88; UHRF1 binding to methylated oligo; inhibition, % at 4.4 µM; 370,000 compounds, 0.75% hits; in the data active means inhibition above about 21%;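 further: UHRF1 SRA domain binding a hemimethylated CpG hairpin DNA probe; 0% = median of test compound wells and 100% = reference inhibitor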
HTRA1 inhibitor: HTRA1 serine protease inhibitors, primary screen, biochemical, fluorescence polarization, HTS | inhibition, % at 5.96 µM | AID 504803, 2011 | 340,000 compounds, 0.5% hits | recombinant HTRA1, FP-rhodamine activity-based probe | Q92743; in the data active means inhibition above about 36%;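 further: 0% = enzyme with DMSO and 100% = wells lacking enzyme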
LEDGF integ inh: blockers of LEDGF/p75-dependent integrase strand transfer – biochemical, TR-FRET, high throughput, primary screen. 370,000 compounds, 0.64% hits. HIV-1 integrase (with human LEDGF/p75). AID 743269, 2014. TR-FRET IN-LEDGF/p75 DNA integration, Eu/Cy5. inhibition, % at 3.7 µM;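 active means inhibition above the screen-wide mean plus 3 SD, cut at about 13% in these data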;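 further: signal is the Cy5 over europium emission ratio at 671 and 618 nm; 0% = plate median of compound wells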
MBD2 DNA inh: inhibitors of MBD2 binding to methylated DNA, primary screen, biochemical, TR-FRET, DNA-binding domain, human. MBD2 binding to methylated oligonucleotide. inhibition, % at 4.4 µM. 370,000 compounds, 0.31% hits. AID 686964, 2013; in the data active means inhibition above about 13%
Target sequence (Q9UBB5 whole entry, looked up, the tested form may be a part): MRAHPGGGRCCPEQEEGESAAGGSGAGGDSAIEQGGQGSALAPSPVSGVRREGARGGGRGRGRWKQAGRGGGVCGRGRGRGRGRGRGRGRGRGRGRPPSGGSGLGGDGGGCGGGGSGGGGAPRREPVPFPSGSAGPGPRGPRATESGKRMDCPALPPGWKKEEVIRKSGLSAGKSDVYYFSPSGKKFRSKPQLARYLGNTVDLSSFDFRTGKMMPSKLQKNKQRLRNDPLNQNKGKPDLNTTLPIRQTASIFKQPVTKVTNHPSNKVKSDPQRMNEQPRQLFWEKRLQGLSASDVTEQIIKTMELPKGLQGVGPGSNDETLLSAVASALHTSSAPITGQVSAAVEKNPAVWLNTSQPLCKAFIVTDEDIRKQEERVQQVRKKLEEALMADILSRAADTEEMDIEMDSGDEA
PRMT1 inh: PRMT1 methyltransferase inhibitors, primary screen, biochemical, fluorescence polarization | recombinant PRMT1, activity-based probe fluorescence polarization | inhibition, % at 2.79 µM | 370,000 compounds, 1.3% hits;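 active means inhibition above about 21% made by adding two undisclosed values, limit read from the data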
Target sequence (Q99873 whole entry, looked up): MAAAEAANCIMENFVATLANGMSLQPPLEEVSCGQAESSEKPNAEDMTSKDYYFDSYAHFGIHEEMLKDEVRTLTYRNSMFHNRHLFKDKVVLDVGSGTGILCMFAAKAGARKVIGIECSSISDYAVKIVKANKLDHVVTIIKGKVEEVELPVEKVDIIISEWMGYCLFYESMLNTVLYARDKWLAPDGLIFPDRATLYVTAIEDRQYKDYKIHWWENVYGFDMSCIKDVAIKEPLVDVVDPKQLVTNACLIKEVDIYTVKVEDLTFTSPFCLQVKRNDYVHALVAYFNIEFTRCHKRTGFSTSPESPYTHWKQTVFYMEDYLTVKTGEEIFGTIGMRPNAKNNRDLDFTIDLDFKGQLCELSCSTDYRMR
TCR-CD3 inh: inhibitors of human TCR-CD3 interaction, primary screen, biochemical, fluorescence, TAMRA-labeled TCR probe; T-cell receptor (TCR); inhibition, % at 9.4 µM; 360,000 compounds, 0.37% hits; in the data active means inhibition above about 19%;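 further: recombinant mutant TCR 2C K166C tagged with TAMRA read by polarization; 0% = receptor in buffer alone and 100% = receptor with positive control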
rCAG binder: binders of r(CAG) RNA repeats, primary screen, biochemical, fluorescence; r(CAG) RNA repeat, TO-PRO-1 dye displacement fluorescence; inhibition, % at 3 µM; 370,000 compounds, 1.3% hits;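 active means inhibition above the plate cutoff, the mean of all test compounds on that plate plus 3 SD, cut at about 35% in these data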;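 further: 0% = DMSO alone and 100% = 100 µM mitoxantrone as full dye displacement; higher means more dye released from RNA so lower well fluorescence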
NR1D1 modulator: modulators of Rev-erb alpha DNA binding, primary screen, biochemical, FITC-DNA, fluorescence polarization, uHTS; AID 1259318, 2017; activity, % at 10 µM; Rev-erbα–FITC-DNA binding, 90 min; 370,000 compounds, 0.79% hits;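 active means activity above about 14%, limit read from the data; passing the limit was not always enough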;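 further: 0% = DMSO wells with 35 nM protein and 100% = DMSO wells with 750 nM protein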
ABHD4 inh: ABHD4 inhibitors, primary screen, biochemical, fluorescence polarization, mouse | (Lyso)-N-acylphosphatidylethanolamine lipase (Mus musculus), Q8VD66 | purified mABHD4, FP-Rh probe fluorescence polarization | inhibition, % at 8.92 µM | 370,000 compounds, 0.54% hits | AID 720543, 2013;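 active means inhibition exceeding the mean over every tested compound plus 3 SD, cut at about 30% in these data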;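 further: 0% = plate median of compound wells and 100% = S159A mutant with DMSO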
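Test system: mouse ABHD4 enzyme, wild type. Reagent: FP-Rh fluorescent activity-based probe, added after compound pre-incubation. Timing: pre-incubation 45 min, probe exposure 60 min, at 25 °C. Technique: FP readout, ex 525 nm / em 598 nm. Benchmarks: high control S159A mutant with DMSO, low control median of compound wells.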
PG9 Ab binder: binders of HIV-1 gp120 antibody PG9, primary screen, biochemical, TR-FRET; 360,000 compounds, 0.43% hits; TR-FRET gp120-PG9 antibody binding; HIV-1 gp120 / PG9 antibody interaction; AID 624416, 2012; inhibition, % at 6.7 µM; in the data active means inhibition above about 8.5%
Active calls of the source: *; x = not tested or not shown. The list is partial; the hit share may differ from the screen's.

SMILES	UHRF1 MBD2 ctr	HTRA1 inhibitor	LEDGF integ inh	MBD2 DNA inh	PRMT1 inh	TCR-CD3 inh	rCAG binder	NR1D1 modulator	ABHD4 inh	PG9 Ab binder
CN(C)c1cccc(CNC(=O)c2csc(COCCO)n2)c1	2	x	-3	-6	2	-1	-1	2	-5	-4.9
O=C(CCc1c[nH]c2ccccc12)Nc1ccc(Nc2cccnc2)cc1	1	x	2	-4	-2	-4	2	3	9	-1.2
CC(C)OCCCN(C)C1CCN(S(=O)(=O)c2csc(C(N)=O)c2)CC1	0	3	-1	-2	-2	4	-2	-1	6	0.9
COc1ccc(NS(=O)(=O)/C=C/c2ccccc2)cc1	4	-5	-2	-5	-3	7	3	-5	1	-1.2
CC(=O)N1CCN(C(=O)CCc2nnc(CCCCc3ccccc3)o2)CC1	-3	-1	4	2	-2	-5	-5	-6	-5	-3.3
CCC1CCCCN1CCCNC(=O)CSc1nc2nc(C)c(Cc3ccccc3Cl)c(C)n2n1 (configuration not stated)	0	4	2	-3	-1	6	-5	5	2	0.8
O=C1CC(C(=O)Nc2ccc(O)c(C(=O)O)c2)C(c2ccccc2)O1 (configuration not stated)	-2	4	1	0	2	8	5	2	5	-0.9
COc1cc(/C=N/NC(=O)CCc2n[nH]c(=O)[nH]c2=O)ccc1O	0	-4	5	2	-1	4	0	0	-4	-0.2
COCCNC(=O)C1CC(=O)N(CCc2ccccc2)C1 (configuration not stated)	5	1	-5	3	0	-11	1	-6	-3	0.0
Cc1ccsc1C1Nc2ccccc2-c2nc3ccccc3n21 (configuration not stated)	3	-12	-7	-3	3	1	7	6	14	-1.3
CCCc1n[nH]c2c1/C(=N\OCC)CC(C)(C)C2	-1	4	0	-2	0	-2	-7	-1	4	0.5
O=C(N/N=C/c1cc([N+](=O)[O-])ccc1O)C1CC1	-4	12	-2	-5	3	-15	-1	3	6	0.8
COc1ccccc1CNC(=O)c1csc2c1CCCC2	1	-1	-2	5	-3	7	-6	-3	6	-2.1
Cc1c(OC(C(=O)O)c2ccccc2)ccc2c3c(c(=O)oc12)CCC3 (configuration not stated)	2	8	0	1	2	0	7	1	0	-0.5
COc1ccc(C(=O)C2CCCN(C(=O)c3cccs3)C2)cc1F (configuration not stated)	2	2	10	-5	-5	3	-5	-1	-6	-1.6
NC(CS(=O)O)C(=O)O (configuration not stated)	1	1	-1	-3	-3	3	2	-4	-10	-0.8
COCCN(C(=O)c1ccc(N2CCCC2=O)cc1)c1c(N)n(Cc2ccccc2)c(=O)[nH]c1=O	-1	7	3	1	-1	-1	3	0	-3	-3.1
O=C(CCc1nnc(-c2ccc3c(c2)OCO3)o1)NC(c1cccnc1)C(F)(F)F (configuration not stated)	1	4	-6	-1	2	-2	-3	-10	-2	-0.6
O=c1cc(-c2ccccc2Cl)oc2ccc([N+](=O)[O-])c(O)c12	1	-3	1	0	1	2	1	-7	2	0.4
COCCNC(=O)CN(c1ccc(OC)c(OC)c1)S(=O)(=O)c1ccc(C)cc1	3	1	4	-6	1	-2	-4	-3	-7	-3.0

Three entries already listed, sorted by SMILES length, largest number first.
SMILES	UHRF1 MBD2 ctr	HTRA1 inhibitor	LEDGF integ inh	MBD2 DNA inh	PRMT1 inh	TCR-CD3 inh	rCAG binder	NR1D1 modulator	ABHD4 inh	PG9 Ab binder
COCCN(C(=O)c1ccc(N2CCCC2=O)cc1)c1c(N)n(Cc2ccccc2)c(=O)[nH]c1=O	-1	7	3	1	-1	-1	3	0	-3	-3.1
Cc1ccsc1C1Nc2ccccc2-c2nc3ccccc3n21 (configuration not stated)	3	-12	-7	-3	3	1	7	6	14	-1.3
COCCNC(=O)C1CC(=O)N(CCc2ccccc2)C1 (configuration not stated)	5	1	-5	3	0	-11	1	-6	-3	0.0

Other compounds
SMILES	UHRF1 MBD2 ctr	HTRA1 inhibitor	LEDGF integ inh	MBD2 DNA inh	PRMT1 inh	TCR-CD3 inh	rCAG binder	NR1D1 modulator	ABHD4 inh	PG9 Ab binder
CCCC(=O)OC[C@H]1CN(C2CCCC2)S(=O)(=O)c2c(Oc3ccc(C(C)(C)C)cc3)cccc2O1	2	x	-5	-6	0	6	6	6	3	-2.2
Cn1c(=O)cc(OCC(=O)N2CCN(c3cccc(C(F)(F)F)c3)CC2)c2ccccc21	5	11	-1	-1	0	-4	-4	-2	5	1.1
O=C(N/N=C/C1C(c2ccccc2)C1(Cl)Cl)c1cccc(Br)c1 (configuration not stated)	0	-1	-4	2	4	-1	5	6	-19	-0.9
CN(C)c1ccc(C(CNC(=O)c2ccc(C#N)cc2)c2c[nH]c3ccccc23)cc1 (configuration not stated)	10	17	-3	-2	-1	-5	4	4	-1	-2.0
CCCc1cc(=O)oc2c(C)c(OCC(=O)c3ccc(N4CCCC4)cc3)ccc12	1	-5	3	4	1	2	2	-20	9	-0.5
Cc1ccc2cc(S(=O)(=O)NCCC(=O)O)ccc2c1	20	-1	-2	13	3	-6	0	-2	-7	-1.9
CC1CCN(S(=O)(=O)c2ccc(C(=O)Nc3ccccc3-c3nc4ccccc4[nH]3)cc2)CC1	2	-13	0	-1	2	-2	8	14	5	-1.0
O=C(CCCNC(=O)c1ccc(Cl)cc1)NCc1ccc(F)cc1	1	-3	3	3	1	4	-1	7	-1	0.5
Cc1ccccc1C(=O)NNC(=O)c1cccc([N+](=O)[O-])c1	2	-6	-4	-1	2	-1	0	-2	-6	-0.1
CCOc1ccccc1N1CCN(CC(=O)NC(=O)NCc2ccco2)CC1	0	3	-5	0	3	1	-6	5	2	0.0
CC(C)CN(C(=O)c1ccc2c(c1)OCCO2)c1c(N)n(Cc2ccccc2)c(=O)[nH]c1=O	-1	0	0	-3	-3	2	5	1	1	0.1
O=C1C2C(CC3c4ccccc4CCN32)CN1c1ccccc1 (configuration not stated)	-4	x	1	-2	-5	x	7	-7	-8	x
Cc1cc([N+](=O)[O-])nn1CC(=O)c1ccccc1	4	-1	-5	6	1	0	4	0	4	0.0
CC1(C)CC(=O)c2c(n(S(=O)(=O)c3ccccc3)c3ccc(NS(=O)(=O)c4ccccc4)cc23)C1	-2	-35	6	-4	-4	-4	19	1	-11	1.1
Cc1cc(Cl)ccc1OCC(=O)NCCOC(=O)Nc1sc(=S)n(C)c1C	6	0	-2	2	4	-7	0	0	3	-2.8
CCN(CC(=O)NC(C)(C)C)C(=O)c1ccc2c(c1)S(=O)(=O)c1ccccc1C2=O	3	-2	7	3	0	5	-2	8	-6	-2.3
COc1cccc2c(=O)c(C(=O)O)c[nH]c12	2	0	-1	3	1	-5	2	-5	12	0.4
COCCNc1nnc(SC(C)C(=O)Nc2ccc(-c3nc4ccc(C)cc4s3)cc2)s1 (configuration not stated)	2	-48	1	4	2	-5	11	-3	-20	0.1
NS(=O)(=O)c1ccc(O)c(N2C(=O)c3cccc4c(C(=O)O)ccc(c34)C2=O)c1	-5	-1	-8	-4	2	7	2	5	-6	-2.7
CCn1c2ccccc2c2cc(NC(=O)COC(=O)c3ccc(F)cc3F)ccc21	0	x	-3	-3	-1	x	5	2	1	x

Sorted by value in ABHD4 inh (descending): 3 of the compounds above.
smiles | ABHD4 inh
Cn1c(=O)cc(OCC(=O)N2CCN(c3cccc(C(F)(F)F)c3)CC2)c2ccccc21 | 5
Cc1cc(Cl)ccc1OCC(=O)NCCOC(=O)Nc1sc(=S)n(C)c1C | 3
Cc1ccc2cc(S(=O)(=O)NCCC(=O)O)ccc2c1 | -7

Carrying on:
SMILES	UHRF1 MBD2 ctr	HTRA1 inhibitor	LEDGF integ inh	MBD2 DNA inh	PRMT1 inh	TCR-CD3 inh	rCAG binder	NR1D1 modulator	ABHD4 inh	PG9 Ab binder
COc1cccc(NC(=O)CSc2nnc(-c3cc(-c4ccccn4)nc4ccccc34)o2)c1	4	5	3	1	2	-7	4	-2	-9	-0.8
COc1ccc(S(=O)(=O)N2CCOCC2)cc1NC(=O)c1ccc(S(=O)(=O)N(C)c2ccccc2OC)cc1	1	-11	-1	-4	-5	-5	13	4	-7	-1.8
CCN(C[C@H]1N[C@@](CC)(C(=O)OC)[C@H]2C(=O)N(Cc3ccccc3)C(=O)[C@@H]12)C(=O)c1ccc(C)cc1	-2	0	-1	1	2	2	-2	2	1	-1.8
CCN(Cc1ccccc1)S(=O)(=O)CCNC(=O)c1ccccc1	-3	2	1	1	33*	-5	-4	3	1	0.5
Cc1cc(C)nc(NC(=O)Cc2ccc([N+](=O)[O-])cc2)c1	-2	5	0	0	2	5	-1	-7	1	-1.5
CCC(CC)C(=O)Nc1ccc(C(=O)c2ccccc2)cc1	0	-12	2	-8	-1	-1	0	8	-1	-2.4
Cc1oc(=O)c(NC(=O)c2cccc(Cl)c2)cc1C(=O)c1ccccc1	-3	-32	3	-4	51*	5	7	3	-1	-0.1
COc1ccc(OCC(O)CN(C)C(=O)C(C)Oc2ccccc2)cc1 (configuration not stated)	-1	11	-2	-3	-2	0	-9	-11	1	0.2
CCNC(=O)N(C)[C@H]1C[C@H]2c3[nH]c4c(-c5cccc(C)c5)cccc4c3CCN2C(=O)[C@H]1[C@H](C)O	2	x	-1	2	-1	x	8	5	1	x
O=C(CN1CCCCCC1)N/N=C/c1cccs1	-3	0	7	-6	-3	-3	-1	-3	1	-1.9
CC1=C/C(=N\N=C2\NC(=O)C(CC(=O)Nc3ccccc3F)S2)CC(C)(C)C1 (configuration not stated)	-2	0	-2	1	0	7	-2	10	-2	-0.8
CN1OC[C@@H]2CN(Cc3ccccc3)[C@H](c3cccc(-c4ccc(C#N)cc4)c3)C[C@@H]21	2	-37	-1	0	3	24*	5	0	3	4.7
Cc1ccc(C)c(NC(=S)NC(NC(=O)OCc2ccccc2)C(Cl)(Cl)Cl)c1 (configuration not stated)	-1	-23	1	1	3	-2	7	1	-12	-2.4
COc1ccccc1/C=C/C(=O)N1CCN(S(=O)(=O)c2cccs2)CC1	-1	-6	-1	-1	2	2	-2	1	0	-2.4
C/C(CC(=O)Nc1ccc(Cl)c(C(F)(F)F)c1)=N\NC(=O)c1cc2ccccc2cc1O	-4	22	-2	2	3	-4	51*	2	14	-1.6
CSCCC(NC(=O)COc1ccccc1)C(=O)OCCOc1ccc(C)cc1 (configuration not stated)	0	-3	-5	5	3	-9	0	2	4	2.3
COc1ccccc1N1C(=O)c2ccccc2NC1C(OC)OC (configuration not stated)	0	7	-1	1	0	2	-1	2	4	-2.7
CC1CC(=O)Nc2ccccc2N1S(=O)(=O)c1ccc(C#N)cc1 (configuration not stated)	2	-2	1	2	-4	3	1	-2	0	-1.2
O=C(NCCNC(=O)c1ccccc1Br)c1ccccc1Br	-2	-1	1	-6	-1	5	-1	-2	-5	0.1
Cc1cc(/C=C(\C#N)C(=O)NCC2CCCO2)c(C)n1-c1ccc(Cl)cc1 (configuration not stated)	-3	-15	2	-7	4	2	4	-1	-18	-3.2
COc1ccc(N2CC(C(=O)Nc3cccc(S(=O)(=O)N4CCCC4)c3)CC2=O)c(OC)c1 (configuration not stated)	1	-5	-3	-1	0	-7	0	-8	3	0.2
